Assay outcomes as filed in PubChem BioAssay.
SMARCA2 activ – activators of SMARCA2 function; hit rate 1% among 370,000; activation, % at 9.1 µM; MG213 cells, MMTV-luciferase reporter, dexamethasone, overnight; in the data active = activation above about 7.8%;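 also: 0% = vehicle wells and 100% = reference activator wells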
DAX1 inh-1 – DAX1 (NR0B1) inhibition, primary screen. HEK293T StAR-luciferase reporter, SF-1/DAX-1 repression relief. inhibition, % at 6.8 µM. hit rate 1.1% among 370,000. AID 652010;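 active = inhibition above the mean over all tested compounds plus 3 SD, cut at about 3.6% in these data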;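 also: 0% = DAX-1 cells with DMSO and 100% = cells lacking DAX-1 with DMSO; higher inhibition means more luminescence from relief of DAX-1 repression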
ADAM17 inh – inhibitors of human ADAM17. P78536. recombinant ADAM17, EDANS/DABCYL FRET peptide cleavage. inhibition, % at 6.95 µM. hit rate 0.83% among 370,000. AID 720648;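 active = inhibition above the mean of compounds lying between control limits plus 3 SD, set per campaign, cut at about 8.5% in these data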;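 also: 0% = DMSO-only wells as the low control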
Target sequence (P78536 215-824 limits assumed): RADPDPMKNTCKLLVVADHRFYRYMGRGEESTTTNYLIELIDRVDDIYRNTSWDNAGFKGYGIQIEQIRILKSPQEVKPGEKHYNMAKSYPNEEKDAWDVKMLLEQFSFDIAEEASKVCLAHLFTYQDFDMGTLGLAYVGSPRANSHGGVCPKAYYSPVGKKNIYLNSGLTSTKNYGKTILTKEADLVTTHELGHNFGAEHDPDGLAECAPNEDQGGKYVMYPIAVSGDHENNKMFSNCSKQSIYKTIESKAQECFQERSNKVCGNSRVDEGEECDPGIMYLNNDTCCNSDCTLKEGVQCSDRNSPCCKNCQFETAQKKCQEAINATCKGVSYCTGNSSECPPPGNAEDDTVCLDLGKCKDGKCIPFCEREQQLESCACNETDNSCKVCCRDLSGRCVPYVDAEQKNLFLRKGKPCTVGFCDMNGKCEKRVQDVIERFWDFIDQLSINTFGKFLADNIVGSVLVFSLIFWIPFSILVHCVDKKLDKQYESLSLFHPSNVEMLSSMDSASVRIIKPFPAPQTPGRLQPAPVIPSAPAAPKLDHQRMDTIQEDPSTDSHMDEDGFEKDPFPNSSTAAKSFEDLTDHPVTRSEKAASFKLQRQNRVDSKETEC
ssDAF-12 act – activates DAF-12 receptor from parasite S. stercoralis | hit rate 1% among 370,000 | activation, % at 6.8 µM | HEK293 ssDAF-12/GRIP1 lit1-tk-luc reporter, luminescence; % of 3 µM dafachronic acid response;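 active = activation above the mean over all tested compounds plus 3 SD, cut at about 0.9% in these data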;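 also: 0% = DMSO-only wells and 100% = 3 µM delta7-dafachronic acid wells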
Rev-erbA mod – Rev-erb alpha (human) modulation | P20393 | Rev-erbα–FITC-DNA binding, fluorescence polarization, 90 min | hit rate 0.79% among 370,000 | activity, % at 10 µM;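 active = activity above about 14%, limit read from the data; passing the limit was not always enough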;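 also: 0% = DMSO wells with 35 nM protein and 100% = DMSO wells with 750 nM protein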
DAX1 inh-2 – inhibits human nuclear receptor DAX1; HEK293 Gal4-DAX1 luciferase reporter, luminescence; inhibition, % at 6.75 µM; hit rate 0.99% among 340,000; AID 504766;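 active = inhibition above the mean over all tested compounds plus 3 SD, cut at about 4.2% in these data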;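 also: 0% = DAX1-transfected cells with DMSO and 100% = empty-vector control cells with DMSO; inhibition shows as a rise in luminescence from relieved DAX1 repression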
hgDAF12 agonist – hgDAF-12 agonism, primary luciferase screen; AID 687014; activation, % at 6.8 µM; HEK293 GAL4-hgDAF12 UAS-luciferase reporter, agonist luminescence; normalized to butyrate control; hit rate 1.8% among 370,000;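 active = activation above a cutoff set at the mean of all screened compounds plus 3 SD, cut at about 10% in these data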;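 also: 0% = DMSO wells and 100% = sodium butyrate wells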
PLCg1 inh – PLC-gamma1 (human) inhibition, primary screen. purified PLC-gamma1, fluorogenic substrate, fluorescence. P19174. hit rate 0.84% among 370,000. inhibition, % at 12.2 µM; in the data active = inhibition above about 9.5%
hcDAF-12 act – activates DAF-12 receptor from parasite H. contortus | hit rate 1.4% among 370,000 | activation, % at 6.8 µM | AID 652067 | HEK293 hcDAF-12 lit1-tk-luc reporter, luminescence; 0% DMSO, 100% Δ7-dafachronic acid;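 active = activation above the mean of all tested compounds plus 3 SD, cut at about 5.5% in these data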;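 also: 100% = response to 3 µM Δ7-dafachronic acid high control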
PLC-beta3 inh – PLC-beta3 (human) inhibition, primary screen | inhibition, % at 12.2 µM | Purified PLC-beta3, fluorogenic substrate, fluorescence | hit rate 0.18% among 370,000 | Q01970; in the data active = inhibition above about 11%;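 also: 0% = median of compound wells on plate and 100% = full blocker control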
MBD2 DNA inh – MBD2-methylated oligo binding inhibition | Q9UBB5 | TR-FRET, MBD2 binding to methylated oligonucleotide | inhibition, % at 4.4 µM | hit rate 0.31% among 370,000 | AID 686964; in the data active = inhibition above about 13%
Target sequence (Q9UBB5 whole entry, looked up): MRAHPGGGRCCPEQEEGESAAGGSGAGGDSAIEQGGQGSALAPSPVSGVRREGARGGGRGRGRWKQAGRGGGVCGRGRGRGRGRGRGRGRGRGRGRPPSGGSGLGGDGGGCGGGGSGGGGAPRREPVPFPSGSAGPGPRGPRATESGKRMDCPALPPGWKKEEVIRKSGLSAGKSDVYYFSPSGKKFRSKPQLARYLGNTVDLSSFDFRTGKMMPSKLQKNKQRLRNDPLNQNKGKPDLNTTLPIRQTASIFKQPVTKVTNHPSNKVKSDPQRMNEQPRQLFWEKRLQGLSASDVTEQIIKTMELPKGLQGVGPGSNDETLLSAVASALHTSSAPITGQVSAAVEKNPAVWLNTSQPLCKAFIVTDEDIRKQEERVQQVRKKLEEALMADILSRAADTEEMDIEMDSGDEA
* hit, by the source's call; i = inactive; / = not tested or not shown.

SMILES	SMARCA2 activ	DAX1 inh-1	ADAM17 inh	ssDAF-12 act	Rev-erbA mod	DAX1 inh-2	hgDAF12 agonist	PLCg1 inh	hcDAF-12 act	PLC-beta3 inh	MBD2 DNA inh
COc1ccc(C2=CC(=O)CC(C)(C)C2)cc1OC	-1	-0.6	-18	-1.2	-1	-0.3	1.4	-82	-1.3	-133	-9
O=C(Nc1ccc2nc3n(c(=O)c2c1)CCCCC3)C(=O)N1CCN(c2ccc(F)cc2)CC1	-1	-0.2	-4	-1.4	-1	-0.5	-0.4	5	-1.5	-1	2
O=C(OCc1nc2ccsc2c(=O)[nH]1)c1ccc(Cl)nc1	0	0.0	-6	-1.0	3	-0.4	-0.1	-1	-1.4	-4	5
C[C@H](NC(=O)N1CCn2c1nc1ccccc12)C(=O)NCCc1ccccc1	1	0.6	2	-1.2	5	-0.2	-0.8	1	-3.5	-2	4
O=c1cc(CSc2ccc(Cl)cc2)[nH]c2[nH]n(-c3ccccc3)c(=O)c12	-5	0.6	2	-1.3	1	1.1	1.1	0	0.1	-14	0
CCCCCCCCCc1nc(N)n[nH]1	1	0.1	-4	-1.6	-3	-0.1	2.7	-1	-1.8	0	6
O=C(c1ccc(F)cc1)N1CCCCC(Sc2nnc3ccccn23)C1=O (stereo not given)	1	-0.1	-5	-1.0	-4	-0.4	-1.6	-4	0.9	-1	0
CCn1c(SCc2nc3ccccc3c(=O)[nH]2)nc2ccccc2c1=O	2	1.7	1	-1.2	2	-0.1	1.5	-177	-1.3	-237	-2
CCN(CC)C(=O)CC(c1ccc(F)cc1)c1ccco1 (stereo not given)	1	0.2	0	-1.2	-3	0.5	2.1	-4	-1.2	-6	4
O=C(O)c1cccc(Cn2c(Cl)c(/C=N/NC(=O)c3ccccc3Cl)sc2=O)c1	0	1.1	4	-0.9	-2	0.2	1.8	3	-1.4	4	-8
C=CCN(CC=C)C(=O)c1cc2ccccc2c(=O)o1	-2	0.0	-5	-0.1	8	-1.7	0.8	1	1.0	-4	5
CCOC(=O)[C@@]12CCCC=C1N(CCc1ccc(Cl)cc1)C(=O)[C@H]2CC(=O)NCc1ccc(C)o1	-3	-1.0	4	-1.3	2	/	-0.5	4	-4.7	2	1
COc1ccc(N2CCN(CCNC(=O)c3ccc(NC(=O)C4CCCO4)cc3)CC2)cc1 (stereo not given)	-2	-0.7	0	-1.1	1	0.6	1.8	11*	-0.1	5	-1
C#CCSc1nnc(CNS(=O)(=O)c2ccc(Br)cc2)n1C	0	-1.7	-5	-1.4	4	-0.1	-0.1	0	-1.1	-11	0
NC(=O)NC(=O)CSc1nc2sc(-c3ccccc3)cc2c(=O)n1-c1ccccc1	-4	-1.5	-5	-2.2	16	-0.2	-7.2	3	-3.5	-8	-4
O=C1NN(c2ccccc2)C(=O)C1=Cc1ccccc1O	5	0.0	-1	-0.3	-1	1.4	0.5	-7	1.9	-15	4
Cc1ccc2ccc(C(Nc3ccccc3)c3ccccc3)c(O)c2n1 (stereo not given)	2	-1.2	8	-0.9	-7	/	-1.2	-12	0.8	-4	-5
COc1ccc2nc(SCC(=O)NCc3ccc(F)cc3)[nH]c2c1	1	-0.3	0	-0.2	-3	-0.2	-1.0	3	-1.6	-4	-2
COc1ccc(OCC(=O)Nc2nonc2NC(=O)COc2ccc(OC)cc2)cc1	-1	0.3	0	-0.8	-1	-0.1	2.9	0	-1.7	3	-4
CCN(CC)CCNC(=O)C1(O)c2cc(Br)ccc2NC(=O)N1c1c(F)cccc1F (stereo not given)	-3	-0.1	-7	-1.0	1	-0.6	-0.5	-3	-2.2	-6	3
Cc1ccc(C(=O)NCc2ccc(F)cc2)cc1NC1=NC2CS(=O)(=O)CC2S1 (stereo not given)	6	0.4	0	-0.9	7	-0.1	-0.8	-3	-0.1	3	-2
COc1cccc(C(=O)NCCC2=CCCCC2)c1	12*	2.6	1	-0.4	2	-1.5	12*	5	3.5	3	-4
COc1cc(/C=C2/C(=O)ON=C2C)ccc1OCc1cccc(F)c1	2	0.2	-4	0.1	4	3.6	6.0	6	1.2	-6	-4
Cc1cccc(Cn2cnc3c(sc4nc(C)cc(C)c43)c2=O)c1	-2	-0.3	-5	-0.6	4	1.1	0.0	0	1.1	-5	3
CC(=O)Oc1ccc(N2C(=O)C3C4C=CC(CC4)C3C2=O)cc1[N+](=O)[O-] (stereo not given)	-1	-0.7	2	-0.9	8	0.9	1.5	2	-1.6	4	-4
CCc1c(C(=O)NCc2ccc3c(c2)OCO3)[nH]c(C)c1C(C)=O	-4	-0.8	-5	-1.9	-3	-0.1	-1.4	2	-1.1	2	3
COc1ccc(Cc2noc(CN3CCC(c4ccncc4)CC3)n2)cc1OC	-5	-1.6	-5	-2.3	-4	-0.6	-2.4	-1	-2.9	-7	2
O=C(Nc1ccc(O)cc1C(=O)O)c1cccs1	-2	0.2	-1	-1.0	-4	0.7	-0.9	-2	0.1	0	-2
COC(=O)c1cc2c(c3c4cc(OC)ccc4n(S(=O)(=O)c4ccc(OC)cc4)c13)C(=O)N(Cc1ccc(C(F)(F)F)cc1)C2	0	0.7	-2	-1.4	7	/	0.2	-6	0.5	-9	-6
COc1ccc(C2CC(c3c(-c4ccccc4)c4cc(Cl)ccc4[nH]c3=O)=NN2C(=O)CCC(=O)O)cc1 (stereo not given)	-2	0.3	-36	-0.4	-1	0.8	0.4	-37	0.2	-46	-4
Cc1cc(C(N)=O)nn1-c1c(Cl)cc(Cl)cc1Cl	6	-0.1	0	-0.8	3	2.4	-2.1	2	-0.8	-3	-2
Cc1ccc(N2CCN(C(=O)c3ccccc3F)CC2)c(C)c1	-1	1.1	0	-0.5	-2	0.6	2.5	-2	-2.0	-2	-3
CCOC(=O)Cc1csc(NC(=O)CC)n1	0	-0.3	-1	-0.9	1	-0.4	0.6	0	-1.6	1	-1
O=C(CCN1CCN(S(=O)(=O)c2ccc(Cl)cc2)CC1)Nc1ccccc1F	0	-0.7	-18	-1.6	1	-0.8	-3.8	-3	-1.0	0	3
COC(=O)c1ccc(C2C(C(C)=O)=C(O)C(=O)N2CCO)cc1 (stereo not given)	-2	0.6	1	-1.4	2	1.3	-0.6	4	0.5	6	-3
COc1cc(C(c2sc3nc(C)nn3c2O)N2CCC3(CC2)OCCO3)cc(OC)c1OC (stereo not given)	-1	-0.7	2	-1.2	2	1.4	-0.5	6	-1.0	1	5

PLCg1 inh, entries above that show a hit
| structure | SMARCA2 activ | DAX1 inh-1 | ADAM17 inh | ssDAF-12 act | Rev-erbA mod | DAX1 inh-2 | PLCg1 inh | hcDAF-12 act | PLC-beta3 inh | MBD2 DNA inh |
| --- | --- | --- | --- | --- | --- | --- | --- | --- | --- | --- |
| COc1ccc(N2CCN(CCNC(=O)c3ccc(NC(=O)C4CCCO4)cc3)CC2)cc1 (stereo not given) | -2 | -0.7 | 0 | -1.1 | 1 | 0.6 | 11* | -0.1 | 5 | -1 |

New compounds follow:
SMILES	SMARCA2 activ	DAX1 inh-1	ADAM17 inh	ssDAF-12 act	Rev-erbA mod	DAX1 inh-2	hgDAF12 agonist	PLCg1 inh	hcDAF-12 act	PLC-beta3 inh	MBD2 DNA inh
CC(C)CNC(=O)/C=C/C(=O)O	-2	-0.1	0	-1.5	0	-1.0	2.5	2	1.1	3	11
COC(=O)C(=N/Nc1ccccc1C(=O)OC)/C(C)=N/O	-6	0.0	-4	-0.9	3	-1.2	-0.1	-1	1.1	-4	2
O=Cc1c(NCc2ccco2)nc2ccccn2c1=O	-1	-0.5	-13	-0.6	1	0.3	0.9	-11	2.5	-21	2
Cc1ccc(-c2noc(CN3CCCCC3)n2)cc1	8.3*	0.6	-3	0.4	6	2.4	5.7	2	2.0	4	0
Cc1cccc(C)c1NC(=O)C(=O)NCCOc1ccc(Cl)cc1	1	-0.4	1	-0.9	3	0.6	1.6	0	-0.5	-4	-3
COc1cc(C(=O)OCC(=O)N(C)C)cc(NC(=O)c2ccco2)c1OC	2	-0.5	0	-1.7	-2	-0.1	1.5	2	-0.3	-3	1
CCOC(=O)c1[nH]c(C)c(C(=O)Nc2ccccc2C)c1C	-1	-3.0	-3	-1.6	6	-3.1	3.1	2	-1.5	1	1
CN(C)CCCOC(=O)C1c2ccccc2Oc2ccccc21	-3	-1.1	-1	-1.3	0	0.5	0.2	3	-0.5	4	0
CSc1ncc(Cl)c(C(=O)Nc2ccc(NC(C)=O)cc2)n1	1	0.0	-2	-1.3	-7	-0.1	-0.2	1	-2.3	-7	-2
CCc1cccc(CC)c1NC(=O)CO/N=C(\N)CC(=O)NC1CCCCC1	-4	0.4	-7	-1.7	4	1.0	0.1	-1	-1.1	-8	-4
O=C(Nc1ccnn1C1CCN(Cc2ccccc2OC(F)F)CC1)c1cccnc1	-1	-1.4	-1	-0.7	4	0.2	2.0	-3	-0.5	2	-3
O=C(Nc1ccncc1)C1CC1c1ccccc1 (stereo not given)	-5	-2.3	-4	-1.5	-4	-1.7	-1.3	0	-3.2	0	1
COc1ccc(C2=Nc3nc(-c4ccccc4)cn3C(c3ccc(OC)cc3)C2)cc1 (stereo not given)	-1	-1.0	-78	-1.6	3	-1.1	-1.4	i	-0.6	i	1
O=C(O)c1cccc(NC(=O)c2cccc(S(=O)(=O)Nc3cccc([N+](=O)[O-])c3)c2)c1	-1	-0.1	-2	0.1	2	-1.4	0.8	0	0.2	-5	4
Cc1cccc(NC(=O)NCc2cccnc2)c1C	-1	-1.3	1	-1.1	0	0.2	-2.7	0	-0.4	-6	-5
COc1ccc(S(=O)(=O)N2CCN(C(=O)NCc3ccc(C)cc3)CC2)cc1	-4	0.2	-1	-1.6	0	-0.2	-1.2	3	-3.2	-6	7
CCCc1nnc(NC(=O)CCC(=O)N2CCN(CCn3c(C)ccc3C)CC2)s1	-4	-0.5	6	-1.0	-1	0.1	-1.4	-8	-1.7	4	-4
CC(C)Oc1ccc(CN2CCC2(C)C(=O)NCc2cccc3ccccc23)cc1 (stereo not given)	-7	-0.4	4	-1.9	5	/	-1.5	0	-1.7	2	-1
CC(O)c1nc2ccccc2n1Cc1ccccc1 (stereo not given)	2	1.0	-2	-1.2	2	-1.8	0.8	1	-0.3	-1	0
Cc1ccc([N+](=O)[O-])cc1N=C1C(=O)Nc2ccccc21	-1	0.1	2	-0.4	-2	0.1	0.1	0	2.1	-3	-4
COc1ccc2nc(SCC(=O)Nc3ccccc3OC)[nH]c2c1	-1	-0.7	-2	-1.7	2	0.1	-1.6	0	-1.7	-3	-5
CC(C)(C)S(=O)N1Cc2cc(CO)cc(-c3ccccc3)c2[C@@H]1CCO (stereo not given in full)	-3	-0.6	-1	-1.3	-3	-2.2	1.3	-9	-2.4	-15	4
O=S1(=O)CCC(=Nc2ccc(Cl)cc2)c2ccsc21	1	0.6	1	0.8	-4	-0.7	1.9	0	0.3	1	-4
COc1cc(C(=O)N2CCN(c3ccccn3)CC2)cc(OC)c1OC	-2	0.0	-3	-1.0	2	-1.1	-2.2	1	-0.8	-4	4
CC(=O)N1c2ccc(S(=O)(=O)NCCC(=O)NCc3ccc(Cl)cc3)cc2CC1C (stereo not given)	-3	-2.6	1	-1.5	-3	-0.8	-2.5	1	-2.6	-6	-10
